C-LANA FP: KSHV C-LANA DNA binding inhibition; MBP-C-LANA/FAM-LBS DNA binding, fluorescence polarization; inhibition, % at 9 µM; actives 0.078% (n = 340,000);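 active = highest replicate inhibition at or above 60% at 9 µM, even if other replicates fall short; inactive = all replicates below 60% inhibition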;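 also: 0% = neutral control wells and 100% = 4 µM acridine orange control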
PvdQ acylase: P. aeruginosa PvdQ acylase inhibition. actives 0.063% (n = 340,000). AID 488965. inhibition, % at 10 µM. purified PvdQ acylase, fluorescence plate reader; in the data active = inhibition above about 30%, passing the limit was not always enough;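 also: 0% = vehicle neutral wells and 100% = reference inhibitor wells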
PKA-R2B activ: activates the human PKA-R2B holoenzyme complex | PKA-R2B holoenzyme dissociation, Cy5-IP20 fluorescence polarization; R2B truncated from residue 108, S112A mutant; 0% DMSO only, 100% 113 µM cGMP | activation, % at 11.4 µM | actives 0.079% (n = 340,000) | AID 504700;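 active = activation above a cutoff set at the mean over all compounds plus 3 SD, cut at about 18% in these data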;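 also: higher means more holoenzyme dissociation and a rise in polarization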
Target sequence (P31323 whole entry, looked up, other chains not shown, the tested form may be a part): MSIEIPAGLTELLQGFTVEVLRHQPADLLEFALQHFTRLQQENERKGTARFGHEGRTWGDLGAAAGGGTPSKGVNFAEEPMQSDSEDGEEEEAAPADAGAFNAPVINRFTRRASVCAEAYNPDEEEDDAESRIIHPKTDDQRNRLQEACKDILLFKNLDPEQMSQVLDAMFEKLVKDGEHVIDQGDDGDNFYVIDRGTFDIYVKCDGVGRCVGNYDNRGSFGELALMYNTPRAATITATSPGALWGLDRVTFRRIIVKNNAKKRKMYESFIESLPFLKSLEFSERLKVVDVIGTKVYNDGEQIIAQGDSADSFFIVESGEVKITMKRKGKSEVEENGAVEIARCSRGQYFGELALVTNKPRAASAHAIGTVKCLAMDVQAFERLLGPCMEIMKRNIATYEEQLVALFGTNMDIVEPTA
RTF Ca sens inh: cardiac RTF calcium desensitization. P19429+P45379. IANBD-labeled cardiac RTF, Ca2+ fluorescence. inhibition, % at 7.15 µM. actives 0.12% (n = 340,000). AID 493244;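 active = inhibition above the mean inhibition of all tested compounds plus 3 SD, cut at about 17% in these data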;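 also: assay run at fixed EC70 calcium of 1.6 mM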
DAGLB inhibitor: diacylglycerol lipase beta (human) inhibition; actives 0.059% (n = 340,000); HEK293T DAGLB membrane lysate, EnzChek fluorogenic substrate; Q8NCG7; AID 504411; inhibition, % at 5.17 µM; in the data active = inhibition above about 34%;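 also: 0% = enzyme with vehicle and 100% = wells lacking enzyme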
Target sequence (Q8NCG7 whole entry, looked up): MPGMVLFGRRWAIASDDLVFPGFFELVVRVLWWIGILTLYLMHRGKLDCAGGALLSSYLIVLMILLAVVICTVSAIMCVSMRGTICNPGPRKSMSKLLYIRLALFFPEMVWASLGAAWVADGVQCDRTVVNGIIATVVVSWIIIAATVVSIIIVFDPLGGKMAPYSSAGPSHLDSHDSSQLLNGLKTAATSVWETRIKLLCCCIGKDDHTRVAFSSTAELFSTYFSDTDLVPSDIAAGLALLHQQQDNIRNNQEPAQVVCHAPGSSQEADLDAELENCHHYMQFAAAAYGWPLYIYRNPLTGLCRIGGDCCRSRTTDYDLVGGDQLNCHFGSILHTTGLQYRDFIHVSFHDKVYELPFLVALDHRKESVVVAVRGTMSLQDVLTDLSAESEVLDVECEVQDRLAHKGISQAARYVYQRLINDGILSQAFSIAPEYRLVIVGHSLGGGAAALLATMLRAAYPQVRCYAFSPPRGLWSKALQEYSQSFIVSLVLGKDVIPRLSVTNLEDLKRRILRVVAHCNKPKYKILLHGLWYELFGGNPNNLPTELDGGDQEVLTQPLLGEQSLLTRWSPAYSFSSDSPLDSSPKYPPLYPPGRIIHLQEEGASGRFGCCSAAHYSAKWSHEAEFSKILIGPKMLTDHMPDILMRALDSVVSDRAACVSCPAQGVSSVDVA
SR-BI DiI inh: mouse SR-BI HDL lipid transfer inhibition | ldlA[mSR-BI] CHO cells, DiI-HDL uptake fluorescence, 3 h | inhibition, % at 12.5 µM | actives 0.96% (n = 320,000);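 active = mean replicate inhibition of at least 70% and a set share of replicates each scoring 70 or more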;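 also: 0% = median of neutral control wells and 100% = median of positive control wells; values of inactives mirror those of a sister screen read the other way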
Keap1 Nrf2 FP: inhibitors of human Keap1-Nrf2 protein-protein interaction; inhibition, % at 9.4 µM; Keap1 Kelch-Nrf2 peptide fluorescence polarization, 1536-well; actives 0.15% (n = 340,000); Q14145; in the data active = inhibition above about 12%;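 also: human Keap1 Kelch domain with fluorescein labeled Nrf2 9mer peptide probe; 0% = neutral control wells and 100% = peptide positive control; higher means more block of Keap1 binding to Nrf2 peptide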
Arrestin-AP2 inh: inhibitors of human beta-arrestin and AP2 interaction; FITC-arrestin peptide / GST-AP2 beads, flow cytometry; AP2 beta2 appendage carries R879A mutation; inhibition, % at 10 µM; actives 0.31% (n = 340,000); AID 504490;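 active = inhibition above a set limit, near 3 SD of compounds lacking own fluorescence, cut at about 54% in these data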;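 also: plate controls were DMSO wells for no effect and 5 µM unlabelled arrestin peptide for full effect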
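System: GST-AP2 R879A glutathione beads. Medium: PBS with 0.05% Tween 20 and 0.1% BSA. Also added: FITC-arrestin peptide, 50 nM. Incubation: 12 min plus 1 h, RT. Measured by: high-throughput flow cytometry of beads, ex 488, em 535 nm. Evaluation: percent drop in bead-associated FITC signal.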
SR-BI uptake up: SR-BI HDL lipid transfer activation; actives 0.096% (n = 320,000); CHO ldlA[mSR-BI] cells, DiI-HDL uptake fluorescence, 3 h; 100 = double the neutral-control signal; activation, % at 12.5 µM;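 active = mean replicate activation of at least 60% and every replicate at or above 60%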;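 also: 0% = median plate neutral-control signal and 100% = twice that signal; values of inactives mirror those of a sister screen read the other way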
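System: CHO ldlA[mSR-BI] cells / Medium: HEPES-buffered (25 mM, pH 7.4) F12 plus 0.5% BSA / Probe or stimulus: labelled HDL, 10 µg/mL / Doses: single compound concentration, delivered by pin transfer / Schedule: 3 h, 37 °C / Measured by: DiI fluorescence, bottom read / Measure: cell-associated DiI fluorescence as measure of HDL uptake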
NSD2 inh: inhibitors of human histone methyltransferase NSD2. O96028. NSD2 peptide methylation, AlphaScreen, 120 min. inhibition, % at 12.5 µM. actives 0.54% (n = 310,000); in the data active = inhibition above about 50%
* marks the source's active call; other numbers are inactive results; nt = no result given.

SMILES | C-LANA FP | PvdQ acylase | PKA-R2B activ | RTF Ca sens inh | DAGLB inhibitor | SR-BI DiI inh | Keap1 Nrf2 FP | Arrestin-AP2 inh | SR-BI uptake up | NSD2 inh
Cn1ccc(=NC=C(C#N)C#N)c2ccccc21 | 10 | -6 | -4 | 5 | -1 | -1 | -3 | -6 | 1 | -1
N#C/C(=C/c1ccc(N2CCCCCC2)o1)c1ccc(Cl)cc1 | -1.5 | 4 | -18 | -42 | 5 | -5 | -5 | -12 | 5 | 0
O=C(CCCN1C(=O)C(c2ccccc2)Oc2cccnc21)Nc1cccc(F)c1 (configuration not stated) | -1.3 | -12 | -2 | -13 | -8 | 6 | -1 | 0 | -6 | 0
CC(Sc1ccccc1)C(=O)NNC(=O)c1ccncc1 (configuration not stated) | 1.5 | 10 | -2 | -1 | 2 | -19 | -4 | 2 | 19 | -1
CCC(=O)Nc1nnc(SCC(=O)Nc2ccc3c(c2)OCO3)s1 | 0.5 | 0 | 3 | -2 | 1 | -18 | 1 | -3 | 18 | 0
CC1CC(C)CN(CCCNC(=O)C2CCN(S(=O)(=O)N3CCCCC3)CC2)C1 (configuration not stated) | -0.5 | -9 | -9 | -6 | 3 | -14 | -1 | 6 | 14 | -2
Cc1ccc(C(=O)Nc2ccc(N3CCOCC3)cc2N2CCOCC2)cc1 | -0.3 | 7 | 0 | -3 | 4 | 17 | -5 | 7 | -17 | 0
Cc1ccc(-n2nc(C)c(/C=N/n3c(C)n[nH]c3=S)c2Cl)cc1 | 1.5 | -10 | 1 | -10 | -1 | 1 | -4 | -9 | -1 | 2
CCc1ccc(/C=C/c2c[nH]c3ccccc23)[n+](CC)c1 | -1.1 | -8 | -5 | 1 | 2 | 16 | -9 | -4 | -16 | 10
Cc1cc(C(=O)CSc2n[nH]c(N)n2)c(C)n1-c1cc(F)ccc1F | 1.7 | -19 | -2 | -2 | 1 | 14 | -4 | 5 | -14 | 4

A few values from the results shown.
`CC1CC(C)CN(CCCNC(=O)C2CCN(S(=O)(=O)N3CCCCC3)CC2)C1` (configuration not stated) in DAGLB inhibitor shows 3
`Cn1ccc(=NC=C(C#N)C#N)c2ccccc21` in DAGLB inhibitor shows -1

Next part:
SMILES | C-LANA FP | PvdQ acylase | PKA-R2B activ | RTF Ca sens inh | DAGLB inhibitor | SR-BI DiI inh | Keap1 Nrf2 FP | Arrestin-AP2 inh | SR-BI uptake up | NSD2 inh
CCOc1ccc(NC(=O)c2cccc(NC3=NC4CS(=O)(=O)CC4S3)c2)cc1 (configuration not stated) | -1.6 | -10 | 5 | -1 | 5 | 19 | 0 | 7 | -19 | nt
Cc1cc(C(=O)COC(=O)c2ccc3c(c2)OCO3)c(C)n1Cc1cccs1 | 1.2 | 12 | 4 | 1 | -5 | 5 | -4 | 28 | -5 | 1
COc1cc(C2C(C#N)=C(N)OC3=C2C(=O)CC(C)(C)C3)c([N+](=O)[O-])cc1OC (configuration not stated) | 8.3 | -15 | 5 | -14 | -1 | -45 | 3 | 17 | 45 | -3
O=C(CN(C(=O)Cn1nnc(-c2ccc(F)cc2)n1)c1ccc(F)cc1)NC1CCCC1 | -1.2 | -5 | -13 | -6 | -3 | 61 | 2 | 17 | -61 | -3
CC(=O)c1ccc(N2CCN(C(=O)/C=C/c3ccc4ccccc4n3)CC2)cc1 | -2.7 | 2 | 0 | -4 | -3 | 3 | 2 | -20 | -3 | 5
Cc1csc(NC(=O)C2CCN(C(=O)c3ccccc3C)CC2)n1 | -0.2 | -7 | -5 | -9 | -1 | -1 | -1 | -7 | 1 | -1
Cc1ccc(Oc2cnn(-c3ccccc3)c(=O)c2Br)cc1 | 0.4 | 2 | -1 | 0 | -21 | 9 | 1 | 17 | -9 | -7
CCCn1c2ccccc2c2cnn(CC(=O)NCCCOC)c(=O)c21 | -1.5 | -11 | -7 | -6 | 2 | 2 | -2 | 7 | -2 | 35
CCOC(=O)C1=c2s/c(=C\c3ccncc3)c(=O)n2C(N)=C(C(=O)OC)C1c1ccncc1 (configuration not stated) | -0.1 | -20 | 7 | 8 | 3 | 5 | 0 | -6 | -5 | -3
Cc1ccc(C2CC2/C(=N/O)c2ccc(F)cc2)cc1 (configuration not stated) | 1.0 | -15 | -2 | 5 | -11 | -1 | -3 | 1 | 1 | 0

Full records, quoted from the list. Values in the order: C-LANA FP	PvdQ acylase	PKA-R2B activ	RTF Ca sens inh	DAGLB inhibitor	SR-BI DiI inh	Keap1 Nrf2 FP	Arrestin-AP2 inh	SR-BI uptake up	NSD2 inh
CCOc1ccc(NC(=O)c2cccc(NC3=NC4CS(=O)(=O)CC4S3)c2)cc1 (configuration not stated) as listed: -1.6	-10	5	-1	5	19	0	7	-19	nt
Cn1ccc(=NC=C(C#N)C#N)c2ccccc21 as listed: 10	-6	-4	5	-1	-1	-3	-6	1	-1

Next section:
SMILES | C-LANA FP | PvdQ acylase | PKA-R2B activ | RTF Ca sens inh | DAGLB inhibitor | SR-BI DiI inh | Keap1 Nrf2 FP | Arrestin-AP2 inh | SR-BI uptake up | NSD2 inh
CN1C(=S)SC(N(O)C(=O)Nc2ccccc2)C1(C)C (configuration not stated) | 0.3 | -11 | -5 | -13 | 1 | -4 | -4 | -7 | 4 | -2
COc1cccc(-c2sc3ccc(OC)cc3c2-c2cc(F)cc(OC)c2)c1 | -1.4 | -10 | -2 | -5 | -14 | 27 | 0 | -3 | -27 | nt
Cc1cccc(C(=O)N/N=C/c2ccncc2)c1 | 1.5 | 9 | -10 | -6 | 0 | -2 | -3 | 38 | 2 | -1
COc1ccc2c(c1[N+](=O)[O-])CCC/C2=N/OC(=O)c1ccccc1SC | -1.4 | -16 | 12 | -11 | -7 | 43 | -3 | 13 | -43 | 6
CCN(CC)S(=O)(=O)c1cccc(NC(=O)COC(=O)c2cccs2)c1 | 1.2 | -11 | -8 | -11 | -4 | nt | 0 | 6 | nt | -5
COC(=O)c1ccc(NC(=S)N2CCN(C(=O)c3ccco3)CC2)cc1 | -1.0 | -9 | -12 | -6 | 1 | 24 | -6 | 38 | -24 | 0
CC(C)(CNC(=O)c1ccc(Br)o1)N1CCOCC1 | 0.1 | -4 | -2 | 3 | 2 | -16 | -2 | -4 | 16 | -1
Cc1ncc(C[n+]2csc(CCOC(=O)CC34CC5CC(CC(C5)C3)C4)c2C)c(N)n1 | -0.9 | -6 | 4 | -12 | 3 | 13 | -8 | -9 | -13 | 1
Cc1noc(C)c1COc1cccc(C(=O)Nc2ccccc2)c1 | 0.9 | -8 | 3 | 0 | -1 | -7 | -3 | -2 | 7 | -1
CC1CCCN(C(=O)C2CCC(CNc3c(N4CCCCC4)c(=O)c3=O)CC2)C1 (configuration not stated) | 1.2 | -11 | -1 | -13 | 1 | -30 | 4 | 0 | 30 | 2
O=C(OCc1nnc(-c2ccccc2)o1)c1ccc2c(c1)OCO2 | -1.5 | -11 | 2 | -9 | -12 | -19 | -6 | -5 | 19 | 3
CCOc1ccc(N=C(NC#N)SC)cc1 | 0.8 | -7 | 13 | -8 | -2 | -18 | 3 | -9 | 18 | -5
Cc1ccc(C(=O)NC(C)CCc2ccccc2)cc1S(=O)(=O)N1CCOCC1 (configuration not stated) | 1.9 | -10 | 1 | -4 | -1 | 8 | -4 | 5 | -8 | 0
Cc1ccc(-c2nnc(N3CCN(C(=O)CSc4ncn[nH]4)CC3)c3ccccc23)cc1 | 0.2 | -6 | -2 | 1 | 4 | 63 | -1 | -4 | -63 | -1
COc1ccc(CCN2CC(C(=O)Nc3cccc(C(C)=O)c3)CC2=O)cc1OC (configuration not stated) | 0.3 | 2 | -5 | -10 | 0 | -16 | -4 | 23 | 16 | 2
CCOc1ccccc1OCC(=O)NNC(=S)NC1CCCCC1 | -1.0 | -15 | 0 | -1 | 0 | -15 | -6 | -5 | 15 | 1
COc1ccc([C@H]2/C=C\CN(C(=O)C3CC3)[C@@H](C)C(=O)N2Cc2ccc(F)cc2)cc1 | 0.1 | 9 | 1 | 1 | -1 | -17 | -4 | 23 | 17 | nt
O=C(COc1ccc(Cl)cc1)NCc1n[nH]c(=O)c2ccccc12 | 0.9 | -5 | -12 | -7 | -2 | -13 | -2 | 3 | 13 | -1
COc1ccc(-n2c(SCC(C)=O)nc3sc(C)c(C)c3c2=O)cc1 | -0.1 | -9 | -4 | 2 | -1 | 17 | -3 | 3 | -17 | -2
O=C(NC1CCCc2c1cnn2-c1ccc(F)cc1F)c1csnn1 (configuration not stated) | -0.1 | -25 | -11 | -7 | 2 | -4 | -4 | -5 | 4 | 0
O=C(CN1CCC(NC(=O)C2CCCCC2)CC1)NCc1ccco1 | 1.1 | -20 | -6 | -13 | -1 | -20 | -2 | 32 | 20 | -3
Cc1ccc(C(=O)OCC(=O)Nc2ccccc2Cl)c(O)c1 | 1.7 | -3 | 2 | 4 | -13 | nt | -3 | 40 | nt | -5
COC(=O)CNC(=O)C1Nc2ccccc2C2C=CCC12 (configuration not stated) | 3.8 | 2 | -3 | -4 | -1 | -4 | -2 | 37 | 4 | nt
COC(=O)CCC(NC(=O)c1cc(C)oc1C)C(=O)OC (configuration not stated) | -0.4 | -20 | -13 | -4 | -1 | -11 | -4 | -5 | 11 | -2
COc1ccc(S(=O)(=O)N(CC(=O)NCC2CCCO2)Cc2ccccc2)cc1C (configuration not stated) | -0.1 | -7 | -6 | -2 | 2 | -6 | -6 | -3 | 6 | -2
CCCn1c(SC(C(=O)Nc2cccc(OC)c2)c2ccccc2)nc2ccccc2c1=O (configuration not stated) | 0.2 | 3 | -11 | 5 | -3 | 12 | 0 | 3 | -12 | 5
COc1cccc(NC(=O)CNC(=O)c2ccc([N+](=O)[O-])cc2)c1 | 1.2 | -1 | 2 | 4 | -2 | nt | 5 | 40 | nt | -2
Cc1ccc(CSc2nc3sc(C)c(C)c3c(=O)n2Cc2ccco2)cc1 | 1.9 | 6 | -8 | -2 | -2 | -3 | 2 | -5 | 3 | 0
CCC1=Nc2cc(C(=O)NCCN3CCOCC3)ccc2Sc2ccccc21 | 2.9 | -2 | -4 | -1 | 1 | -7 | 1 | -2 | 7 | 0
C=CCN1C(=O)/C(=C\C(C)=C\c2ccccc2)SC1=S | 2.3 | -2 | -10 | 0 | -2 | -2 | -4 | -5 | 2 | 3
COc1ccccc1OCCCCNCCO | -0.4 | -2 | -8 | 2 | -1 | 1 | -3 | 3 | -1 | 3
CCOc1ccccc1C(=O)NCC(=O)OCC(=O)NCCc1ccc(S(N)(=O)=O)cc1 | -0.8 | 7 | -8 | -8 | -2 | -26 | -3 | 3 | 26 | 0

No new results follow: two of the compounds above.
SMILES | C-LANA FP | PvdQ acylase | PKA-R2B activ | RTF Ca sens inh | DAGLB inhibitor | SR-BI DiI inh | Keap1 Nrf2 FP | Arrestin-AP2 inh | SR-BI uptake up | NSD2 inh
CCC1=Nc2cc(C(=O)NCCN3CCOCC3)ccc2Sc2ccccc21 | 2.9 | -2 | -4 | -1 | 1 | -7 | 1 | -2 | 7 | 0
C=CCN1C(=O)/C(=C\C(C)=C\c2ccccc2)SC1=S | 2.3 | -2 | -10 | 0 | -2 | -2 | -4 | -5 | 2 | 3
